Screens from PubChem.
Furin inh: blocks human furin protease activity; hit rate 0.061% among 220,000; purified furin, fluorogenic substrate cleavage; inhibition, % at 30 µM; P09958; in the data active = inhibition above about 25%; note: inactives centre near -15
Calpain2 inh: blocks pig calpain II enzyme activity; hit rate 0.37% among 220,000; inhibition, % at 16 µM; AID 1236; purified calpain II, fluorogenic peptide substrate, 30 min;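 active = inhibition above about 50%, limit read from the data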
Tb hexokinase: T. brucei hexokinase 1 inhibition; hit rate 0.11% among 220,000; recombinant TbHK1, G6PDH-coupled NADH A340; AID 1430; inhibition, % at 10 µM;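 active = inhibition of 50% or more in the single-dose primary screen; inactive = inhibition below 50%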
RBBP9 inh: inhibitors of human serine hydrolase RBBP9 | hit rate 0.2% among 220,000 | inhibition, % at 7.94 µM | recombinant RBBP9, FP-Rh probe fluorescence polarization | AID 1515 | O75884;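 active = inhibition above the campaign mean of all tested compounds plus 3 SD, cut at about 14% in these data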;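 note: plate controls were DMSO wells with RBBP9 for no effect and wells lacking RBBP9 protein for full effect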
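Test system – recombinant human RBBP9 · Input – RBBP9 2.5 µM in dispensing solution, pre-mixing · Medium – Tris buffer pH 8.0, NaCl, Pluronic · Schedule – preincubation 30 min plus labeling 45 min at 25 °C · Measured by – fluorescence polarization · Measure – % inhibition · Controls – DMSO and no-protein wells · Replicates – one well per compound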
EBV gp42 block: inhibitors of Epstein-Barr virus glycoprotein 42. Q1HVG2. Fluorescence polarization binding assay, mP read-out. inhibition, % (tested at 21.74 µM). hit rate 0.42% among 220,000. AID 1085; in the data active = inhibition above about 50%
Target sequence (Q1HVG2 whole entry, looked up): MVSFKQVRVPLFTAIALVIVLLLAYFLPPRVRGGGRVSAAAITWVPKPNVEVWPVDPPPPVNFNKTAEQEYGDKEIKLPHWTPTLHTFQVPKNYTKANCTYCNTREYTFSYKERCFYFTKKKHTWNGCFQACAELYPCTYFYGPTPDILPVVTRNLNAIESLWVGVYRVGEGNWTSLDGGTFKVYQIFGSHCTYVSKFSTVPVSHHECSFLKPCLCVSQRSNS
NCF1 inh: p47phox (human) inhibition; P14598; p47phox/p22phox peptide binding, fluorescence polarization, 2 h; inhibition, % at 24.7 µM; hit rate 0.53% among 220,000; AID 1274;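 active = inhibition above about 30%, limit read from the data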;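 note: 0% = p47phox with labelled peptide and 100% = labelled peptide alone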
p97 ATPase inh: blocks human p97 ATPase activity; recombinant p97 ATPase, Kinase-Glo ATP luminescence, 3 h; inhibition, % at 8 µM; hit rate 0.42% among 220,000; in the data active = inhibition above about 15%;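 note: 0% = DMSO vehicle and 100% = wells lacking enzyme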
Runt-SMMHC FRET: blocks binding of human RUNX1 Runt domain to CBFb-SMMHC; Cerulean-Runt/Venus-CBFb-SMMHC FRET ratio 530/480, 1 h; inhibition, % at 20 µM; hit rate 0.74% among 220,000; AID 1434;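 active = mean inhibition across duplicate retests at 20 µM reaching about 50%, limit read from the data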;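 note: 0% = DMSO wells and 100% = wells with excess untagged CBFb-SMMHC; inhibitors lower the FRET ratio by blocking Runt binding to CBFb-SMMHC; some results filed as inactive read as strong as hits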
Target sequence (Q01196 whole entry, looked up, the tested form may be a part): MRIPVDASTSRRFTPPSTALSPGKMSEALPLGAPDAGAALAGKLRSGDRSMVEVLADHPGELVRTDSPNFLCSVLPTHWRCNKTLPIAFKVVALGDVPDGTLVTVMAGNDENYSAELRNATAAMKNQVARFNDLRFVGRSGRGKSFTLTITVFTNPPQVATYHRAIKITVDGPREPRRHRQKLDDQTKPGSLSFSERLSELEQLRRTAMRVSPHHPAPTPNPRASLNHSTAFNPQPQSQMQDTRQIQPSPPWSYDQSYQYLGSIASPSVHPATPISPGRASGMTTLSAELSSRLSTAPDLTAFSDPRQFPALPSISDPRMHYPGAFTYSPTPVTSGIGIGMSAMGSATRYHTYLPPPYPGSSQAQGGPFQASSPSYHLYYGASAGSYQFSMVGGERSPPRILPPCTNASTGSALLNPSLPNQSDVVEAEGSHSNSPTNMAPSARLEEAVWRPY
Target sequence (Q13951 whole entry, looked up, the tested form may be a part): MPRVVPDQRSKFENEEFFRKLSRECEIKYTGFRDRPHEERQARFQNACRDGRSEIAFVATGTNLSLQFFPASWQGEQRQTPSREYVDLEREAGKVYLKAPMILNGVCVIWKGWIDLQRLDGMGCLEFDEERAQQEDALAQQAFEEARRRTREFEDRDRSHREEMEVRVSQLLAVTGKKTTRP
Runt-CBFb FRET: Runt domain-CBFb interaction inhibition; AID 1496; hit rate 0.46% among 220,000; Q01196+Q13951; inhibition, % at 20 µM; Cerulean-Runt/Venus-CBFb FRET ratio 530/480, 1 h;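 active = inhibition over about 50% at 20 µM in the single-dose screen, limit read from the data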;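 note: 0% = DMSO wells and 100% = excess unlabeled CBFb competitor control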
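Reagent – Venus-CBFb binding partner, 100 nM · Assay system – Cerulean-tagged RUNX1 Runt domain (FRET donor) fusion protein · Input – 100 nM per protein · Incubation – two 1 h room-temperature incubations shielded from light · Measured by – FRET fluorescence · Medium – Tris buffer pH 7.5 with salts and BSA · Benchmarks – unlabeled CBFb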
* = called active by the depositor; nt = not tested or not shown; [ ] = another dose, or the depositor's remark.

#	Furin inh	Calpain2 inh	Tb hexokinase	RBBP9 inh	EBV gp42 block	NCF1 inh	p97 ATPase inh	Runt-SMMHC FRET	Runt-CBFb FRET	molecule
1	-21.3[20 µM]	-14.4	6.2	3.1	-21.8	-6.2	3.7	1.8	-1.7	COCCCn1nnnc1SCC(=O)N1CCCC1
2	-18.5[20 µM]	21.9	-2.6	-8.6	13.3	-8.4	-2.3	1.9	-1.9	CCn1nnc(NC(=O)c2sc3ccccc3c2Cl)n1
3	-14.6[20 µM]	8.6	-1.5	11.5	8.0	1.4	0.0	3.2	-0.9	COc1ccc(S(=O)(=O)NCC(=O)N(CC(=O)NCC2CCCO2)c2cc(C)ccc2C)cc1 (stereo not drawn)
4	-11.0	-20.8	-3.8	-4.8	-9.6	-15.6	3.9	2.0	1.9	CN(C)S(=O)(=O)c1cc(NC2CC(=O)N(c3ccc(F)cc3)C2=O)ccc1Cl (stereo not drawn)
5	-21.9[20 µM]	4.2	3.5	-5.0	-19.0	-17.7	-4.3	-0.4	1.0	CC(C)c1cc(NC(=O)C(C)(C)C)cc(C(C)C)c1O
6	-13.6	-20.6	2.0	-8.8	7.7	-12.5	1.5	-1.2	-1.1	O=C(CCCc1c[nH]c2ccccc12)N1CCN(S(=O)(=O)c2cccs2)CC1
7	-0.5	-50.3	-11.2	-0.1	-22.9	-3.4	4.5	-2.1	1.1	COc1cc(Cn2c(C(=O)O)cc3sccc32)cc(OC)c1OC
8	-0.3[20 µM]	-3.7	-2.4	0.5	95.1*	-266.4	3.2	81.6	-72.2	COc1ccc(N=C2NC(=O)S/C2=C\c2ccc(N(C)C)cc2)cc1
9	-21.1	12.3	-4.9	-0.1	-5.2	7.7	-1.5	3.1	-0.2	CC#CC[N+](C)(C)CCCCCC
10	-30.4	-8.9	3.0	-2.5	-3.4	1.9	6.6	0.7	-1.1	CCS(=O)(=O)N1CCC(NC(C)=O)(c2ccccc2)CC1
11	-36.6	-52.3	-6.0	-16.6	-1.5	-61.2	4.7	-6.5	5.8	Cc1c(NS(=O)(=O)c2ccc3c(c2)OCCO3)cccc1-c1nc2cccnc2s1
12	-20.1	3.3	-5.3	-1.2	-8.2	-7.9	1.3	4.7	1.3	CCOC(=O)C1CCN(C(=O)CNS(=O)(=O)c2cccs2)CC1
13	-7.5	-1.3	7.3	1.3	-10.5	-11.0	-6.8	0.5	-0.6	Cc1cccc(CSc2nnc(CCNC(=O)OC(C)(C)C)o2)c1
14	-10.1	0.1	-3.8	-3.4	-23.8	8.9	-6.7	4.2	1.3	O=C(O)/C=C/C(=O)NNC(=O)c1ccc(Br)cc1
15	-9.8[20 µM]	9.2	-5.4	-3.5	-2.3	8.9	2.5	3.4	1.2	C=CCn1c(SCC(=O)NCC2CCCO2)nnc1C1CCCCC1 (stereo not drawn)
16	-7.6	-16.3	-17.7	-5.0	12.1	-2.2	-3.8	0.2	1.8	O=C(NCCCn1ccnc1)c1cc2ccccc2oc1=O
17	-18.3	-9.5	-5.1	-3.4	-11.2	-4.5	-3.7	-5.3	-0.9	O=C(CN1CCN(C2CCCCC2)CC1)NCCC1=CCCCC1
18	-9.0	-7.7	0.2	-0.7	-1.8	-10.1	-0.3	-0.8	-0.6	Cc1cc(C)c2c(=O)[nH]n(C3CCOC(C)(C)C3)c2n1 (stereo not drawn)
19	-22.9	-8.9	-6.4	-10.2	9.2	-1.9	0.7	3.2	-1.5	CCOC(=O)C(NC(=O)NCc1ccc(F)cc1)(OCC)C(F)(F)F (stereo not drawn)
20	-1.0[20 µM]	-160.0	-28.4	-13.1	-8.3	-18.8	-6.7	-2.2	-8.0	Cc1nn(C)cc1/C=N\NC(=O)c1ccc2c(c1)c(C)c(C)n2Cc1ccccc1
21	-22.6	-3.7	3.5	-6.3	6.9	-0.9	0.9	-1.5	-0.4	NS(=O)(=O)c1ccc(NC(=O)COC(=O)C2CC(=O)N(Cc3ccccc3)C2)cc1 (stereo not drawn)
22	-3.3	-25.6	7.7	-4.9	-2.5	9.3	2.6	0.4	-2.1	Cc1ccc(-n2nc3c4c(cccc4c2=O)-c2ccccc2-3)cc1
23	-18.3	-20.8	-3.8	nt	-20.7	-36.5	nt	1.7	0.1	O=C(NCc1ccccc1)C1=C[C@H](c2csc3ccccc23)C[C@H](OCc2ccc(CO)cc2)O1
24	-18.6	-18.6	-10.3	-7.0	-79.0	-13.5	-0.2	nt	nt	O=C1N=C2N(CCN3CCCCC3)c3ccccc3N2/C1=C\c1ccc([N+](=O)[O-])o1
25	-22.7	-10.0	5.1	-0.3	-20.6	4.5	5.6	9.3	-1.7	COc1ccccc1N1CCN(CC(=O)N2N=CCC2c2ccccc2)CC1 (stereo not drawn)
26	-31.9	5.1	4.3	9.8	-7.2	-10.0	0.1	3.7	0.3	O=C(CS(=O)(=O)c1ccccc1)N1CCc2ccccc21
27	-23.3[20 µM]	-346.2	-7.2	-12.4	-9.3	-3.4	-5.5	2.9	1.2	Cc1sc2c(c1C)c(=O)nc1n2Cc2ccccc2-1
28	-35.7	-11.7	-0.5	-4.5	0.7	-11.0	4.8	-0.6	0.4	Cc1ccc(C(=O)CC2(O)C(=O)N(C)c3ccccc32)s1 (stereo not drawn)
29	-13.9	-4.3	-1.4	-4.6	-4.3	-10.8	3.0	-1.5	-1.7	CCC(C)SCc1nc2ccccc2[nH]1 (stereo not drawn)
30	-20.1	-137.1	-11.0	-8.7	-1.3	-0.5	-1.4	-1.8	-0.3	COC(=O)c1[nH]c2cccc(OC)c2c1NC(=O)CCN1CCN(c2ccccc2F)CC1
31	-3.0[20 µM]	12.0	-5.5	-8.4	-1.3	-0.8	-1.4	0.8	0.8	CCCNC1CCS(=O)(=O)C1 (stereo not drawn)
32	4.0	18.8	-4.4	-8.6	5.6	5.7	-2.6	-3.1	-4.7	O=C(c1cc([N+](=O)[O-])ccc1N1CCCCC1)N1CCCC1
33	-9.1[20 µM]	-26.8	5.5	-3.9	-9.9	4.0	4.1	2.3	0.0	CCOC(=O)c1[nH]c(=O)[nH]c1COC(=O)c1cc2ccccc2o1
34	-2.8	-22.6	1.3	-12.3	-14.8	-5.2	1.6	9.7	5.2	Cc1ccccc1NC(=S)NNC(=O)c1cccnc1
35	-10.9	-17.5	-5.4	-0.9	-3.1	-7.4	5.4	3.4	0.0	N#C/C(=C\c1cn[nH]c1-c1ccccc1Br)C(=O)O
36	-32.3	-14.6	-14.9	-1.0	-9.5	-11.9	-3.7	-0.6	-2.8	CCO[C@H]1OC(C(=O)N2CCN(Cc3ccc4c(c3)OCO4)CC2)=C[C@@H](c2ccccc2)[C@@H]1CCCO
37	-7.0	1.8	12.3	-7.6	14.1	-23.9	5.2	7.3	1.6	Cc1cc(C)cc(NS(=O)(=O)c2ccc(NC(=S)Nc3ccccc3)cc2)c1
38	-14.1[20 µM]	-80.4	-15.8	-11.2	-11.1	-14.9	12.0	3.0	18.1	O=C(N/N=C/c1ccc(O)c(O)c1)C1c2ccccc2Oc2ccccc21
39	-26.0	12.5	2.2	-7.8	-1.7	-12.6	0.1	1.8	-0.2	O=C(Nc1cccc(-c2cn3ccsc3n2)c1)c1ccccc1
40	2.4[20 µM]	4.6	4.8	-14.6	-17.5	-17.4	-2.4	3.4	1.7	O=C(COc1ccccc1Br)NCc1ccco1
41	-13.1	17.5	-2.5	-4.7	-8.9	-10.2	0.9	5.7	7.9	O=C1COc2ccc(-c3csc(NCCc4ccccc4)n3)cc2N1
42	-18.1	-4.4	-4.2	-1.0	14.3	-1.8	-4.3	-5.7	-2.8	CCOc1cc(C2C3=C(CC(C)(C)CC3=O)OC3=C2C(=O)CC(C)(C)C3)cc([N+](=O)[O-])c1O
43	-12.4	19.6	0.0	-11.5	6.8	-11.8	-5.5	-0.8	-2.8	O=C(/C=C/c1ccc(Br)cc1)NCc1cccs1
44	-15.3[20 µM]	10.8	-2.6	0.6	-19.9	-6.7	1.6	2.0	-2.2	COc1ccc(OCCCC(=O)Nc2nncs2)cc1
45	-7.4	-25.6	-2.8	12.6	4.3	-6.5	4.5	-0.4	-2.8	COc1cc2c(cc1NC(=O)Cn1cnc3c1c(=O)n(C)c(=O)n3C)oc1ccccc12
46	-2.2	-2.3	-10.9	-2.4	-2.0	-18.9	-3.4	-2.2	-2.8	O=C1c2ccccc2-c2c1nc1c([n+]2[O-])CCCC1
47	-9.8[20 µM]	9.0	-9.5	-4.7	3.0	-1.1	-2.2	-1.2	-2.1	CCOCCCNC(=O)C(c1ccc(C)cc1)N(Cc1ccc2c(c1)OCO2)C(=O)c1cnccn1 (stereo not drawn)
48	-19.7	-2.4	-6.8	-4.9	5.9	11.9	1.0	11.3	46.0	CC(Sc1ccc(S(=O)(=O)N2CCOCC2)cc1[N+](=O)[O-])C(=O)O (stereo not drawn)
49	4.8[20 µM]	-115.8	-3.7	-5.7	-29.5	-74.2	8.6	-10.4	-1.6	N#Cc1c(NC(=O)Cn2c(=O)oc3ccccc32)oc(-c2ccccc2)c1-c1ccccc1
50	-21.3[20 µM]	23.0	-26.5	3.5	-9.2	-0.5	0.2	-4.4	-1.0	CC(=O)c1ccc(NS(=O)(=O)c2cccc(C)c2)cc1
51	-27.9	12.4	0.5	-4.1	-13.9	3.9	1.9	-0.8	-0.6	Cc1cc(C)c(S(=O)(=O)c2cccc(Cl)c2)c(Cl)n1

Rows are unselected; overall some 2.7% were active at least once.
